KDM5B inh: inhibitors of human KDM5B histone demethylase; Q9UGL1; KDM5B demethylase, FDH-coupled NADH fluorescence (FDH is formaldehyde dehydrogenase); Potency, µM (highest dose often 57.7 µM), without a hit: at the top dose activity change, negative = inhibition, usual class: inhibitors; 220,000 tested, 2.6% active; AID 1347165; active = well fitted inhibition curve with a large enough effect; inconclusive = small, poorly fitted or top-dose-only effect; inactive = no such curve, though single readings can be large or run the other way; also: 0% is about no effect; nearly all actives have a fitted effect of over 70% in size
Target sequence (Q9UGL1 whole entry, looked up): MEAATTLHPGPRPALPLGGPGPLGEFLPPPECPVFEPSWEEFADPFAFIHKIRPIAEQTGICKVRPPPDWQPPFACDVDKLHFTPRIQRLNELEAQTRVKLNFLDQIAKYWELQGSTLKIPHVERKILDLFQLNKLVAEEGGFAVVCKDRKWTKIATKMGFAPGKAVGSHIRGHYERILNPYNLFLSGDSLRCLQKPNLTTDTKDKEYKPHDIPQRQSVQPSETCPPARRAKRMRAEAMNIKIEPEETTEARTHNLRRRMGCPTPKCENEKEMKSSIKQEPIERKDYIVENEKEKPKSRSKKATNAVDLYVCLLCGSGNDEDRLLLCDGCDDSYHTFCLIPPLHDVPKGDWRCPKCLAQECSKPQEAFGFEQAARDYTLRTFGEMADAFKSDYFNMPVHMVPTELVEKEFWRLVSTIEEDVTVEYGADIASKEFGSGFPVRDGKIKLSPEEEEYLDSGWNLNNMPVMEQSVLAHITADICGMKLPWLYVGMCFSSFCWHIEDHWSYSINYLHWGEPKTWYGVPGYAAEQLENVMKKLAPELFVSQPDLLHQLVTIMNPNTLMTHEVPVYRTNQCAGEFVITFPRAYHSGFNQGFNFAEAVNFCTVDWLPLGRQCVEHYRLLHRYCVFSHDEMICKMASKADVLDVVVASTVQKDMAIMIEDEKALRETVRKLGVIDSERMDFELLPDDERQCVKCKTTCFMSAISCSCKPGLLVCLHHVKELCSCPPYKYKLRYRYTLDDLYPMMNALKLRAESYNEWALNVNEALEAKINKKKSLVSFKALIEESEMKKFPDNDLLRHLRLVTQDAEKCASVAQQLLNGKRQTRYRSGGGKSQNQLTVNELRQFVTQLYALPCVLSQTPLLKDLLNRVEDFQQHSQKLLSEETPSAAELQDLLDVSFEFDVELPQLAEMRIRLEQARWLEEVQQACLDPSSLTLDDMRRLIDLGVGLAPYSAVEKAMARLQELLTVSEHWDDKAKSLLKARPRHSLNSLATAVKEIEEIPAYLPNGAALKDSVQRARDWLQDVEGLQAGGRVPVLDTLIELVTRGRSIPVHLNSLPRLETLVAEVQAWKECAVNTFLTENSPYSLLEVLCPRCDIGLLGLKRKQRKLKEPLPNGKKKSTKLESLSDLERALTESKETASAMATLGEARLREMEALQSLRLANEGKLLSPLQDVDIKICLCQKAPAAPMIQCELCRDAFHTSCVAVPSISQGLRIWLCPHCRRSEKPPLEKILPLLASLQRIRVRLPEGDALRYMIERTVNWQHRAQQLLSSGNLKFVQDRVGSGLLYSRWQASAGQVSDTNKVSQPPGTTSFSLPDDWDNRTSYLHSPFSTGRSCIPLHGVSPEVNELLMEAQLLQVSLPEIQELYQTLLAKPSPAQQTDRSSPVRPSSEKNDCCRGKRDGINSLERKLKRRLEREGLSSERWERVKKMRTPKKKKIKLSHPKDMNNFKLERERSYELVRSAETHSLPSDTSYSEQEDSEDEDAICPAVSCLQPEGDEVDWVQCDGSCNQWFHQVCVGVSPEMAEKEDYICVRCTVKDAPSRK
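Compound dilutions met 200 nM (final) KDM5BΔAP for 10 min at room temperature before substrate addition. The substrate mix held 12.5 µM H3K4me3 with cofactors 25 µM α-ketoglutarate and 50 µM Fe²⁺. NADH signal gain over 30 min defined activity.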
Numbers without * were called inactive; ? = inconclusive; [ ] = remark or other dose. Potency is read from the fitted curve at half-maximal effect. The list is partial; count on the stated rates, not on these rows.

cpd	KDM5B inh	SMILES
1	-14%	Cc1ccc(NC(=O)Cc2c[nH]c3ccccc23)cc1C
2	?	COCCNC(=O)COC(=O)c1cc(C)nc2ccccc12
3	-13%	COc1ccc(Cn2ccnc2SCC(=O)Nc2ccc(C)cc2C)cc1
4	10%	O=C(Nc1cc2cccc([N+](=O)[O-])c2oc1=O)c1ccc(F)cc1
5	-20%	CNC(=O)[C@@H]1CN(C(=O)c2cscn2)C[C@H]1c1nc(COC)no1
6	-23%	Cc1noc2ncc(C(=O)Oc3ccc4cc(Br)ccc4c3)cc12
7	5%	O=C(Cc1cccs1)N1CCSCC1
8	-19%	Cc1nnc(C)c2c(C)n(-c3ccc(Cl)c(N)c3)c(C)c12
9	?	O=[S+]1([O-])NCC2(CCCN(Cc3ccc(C(F)(F)F)cc3)C2)Oc2ncccc21 (centres undefined)
10	5%	CCOC(=O)c1ccc(NC(=O)Cn2c(=O)n(CC)c(=O)c3c2cc(C)n3C)cc1
11	-2%	Cc1cccc(CN2CCCC(COc3ccccc3C(=O)N3CCCC3)C2)c1 (centres undefined)
12	-4%	Cc1ccc(C(=O)NCC(=O)N(C)CC(=O)Nc2ccc(Cl)cc2)s1
13	-7%	CC(=O)c1[nH]c(C)c(C(=O)N2CCN3C(=O)CNC(=O)C3C2)c1C (centres undefined)
14	-5%	CC(C)(C)C(=O)N1CCN(CCC(=O)Nc2ccc(C(N)=O)cc2)CC1
15	28µM*	COc1ccc(S(=O)(=O)NCCNc2cc(C)nc3ccnn23)cc1
16	?	Cc1ccc(N/N=C/C=C/c2ccccc2)cc1Cl
17	0%	CN1CCN(c2ccc(NC(=O)c3cccc(F)c3)nc2)CC1
18	56µM*	CC(C)NC(=O)c1cc(-c2ccc(Cl)nc2)nc2c1cnn2C
19	?	O=C(CCC[C@H]1NC[C@@H]2CC1CN(Cc1ccccc1)C2)N1CCC(N2CCCCC2)CC1
20	-21%	Cc1cccc(Cn2c(=O)c3c(nc(-n4nc(C)cc4C)n3CC(C)C)n(C)c2=O)c1
21	-13%	COc1cc2c(c(OC)c1OC)C(c1cc3c(cc1Cl)OCO3)CC(=O)N2 (centres undefined)
22	-17%	CC1=C[C@@H](CNC(=O)Nc2ccc(F)cc2)[C@H](C(C)C)C[C@H]1Cc1nc2c(C)cccc2[nH]1
23	?	COc1ccc(-c2cc(N3CCC(NC(=O)c4cccc(N(C)C)c4)C3)n[nH]2)cc1 (centres undefined)
24	-23%	O=C(Nc1ccc(OC2CCCC2)cc1)c1ccccn1

Reformatted bar-delimited: entries from further up.
# | smiles | KDM5B inh
18 | CC(C)NC(=O)c1cc(-c2ccc(Cl)nc2)nc2c1cnn2C | 56µM*
19 | O=C(CCC[C@H]1NC[C@@H]2CC1CN(Cc1ccccc1)C2)N1CCC(N2CCCCC2)CC1 | ?

Next compounds:
cpd	KDM5B inh	SMILES
25	20%	COc1ccc(CNC(C)c2ccccc2)cc1 (centres undefined)
26	?	Cn1cc(-c2cnc3[nH]cc(CC(=O)NCc4ccncc4)c3c2)cn1
27	?	Cc1ccc2nc(NC(=O)c3nc(SCc4ccccc4C)ncc3Cl)sc2c1
28	?	Cc1ccc(-c2cc(C(=O)NCCN(C)C)c3cc(Br)ccc3n2)o1
29	-12%	CCCCc1ccc(N=N/C(C(=O)Nc2ccc(NC(C)=O)cc2OC)=C(/C)O)cc1
30	-2%	CC(C)c1cc(C(=O)Nc2ccc(F)cc2)nn1C1CCS(=O)(=O)C1 (centres undefined)
31	-1%	COc1ccc(-c2[nH]ncc2C(=O)NCc2cccc(F)c2)cc1
32	26%	C#CCNC(=O)N1CCN(c2cccc(Cl)c2)CC1
33	-9%	Cc1cccc(N2CCN(C(=O)c3cc4ccc(F)cc4nc3C)CC2)c1C
34	-23%	CS(=O)(=O)c1cnc(NC2CCCC2)nc1C1CCCNC1 (centres undefined)
35	28%	COc1ccc(B(O)O)cc1
36	8%	CC(C)(C)c1cc(-c2nc3ccccc3[nH]2)n[nH]1

Reprinted at random: 2 compounds from above
cpd	KDM5B inh	SMILES
22	-17%	CC1=C[C@@H](CNC(=O)Nc2ccc(F)cc2)[C@H](C(C)C)C[C@H]1Cc1nc2c(C)cccc2[nH]1
24	-23%	O=C(Nc1ccc(OC2CCCC2)cc1)c1ccccn1

(listing goes on)
cpd	KDM5B inh	SMILES
37	?	COCCNc1nc(-c2c(C)noc2C)cc2cc(C(C)C)oc12
38	-6%[149 µM]	NCCCC(=O)N1CCN(C2CCNCC2)C(=O)C1
39	?	Cc1ccc(-c2nccc3c(=O)cc(-c4cn[nH]c4)oc23)cc1
40	-8%	COc1ccc(C(=O)N2CCc3nc(-c4ccc(Cl)cc4)nc(-c4ccccc4)c3C2)cc1
41	2%[86.2 µM]	Cn1cc(-c2cc(=O)c3ccnc(Nc4ccc5[nH]ccc5c4)c3o2)cn1
42	-15%	CC1CCN(S(=O)(=O)c2ccc3c(c2)N(CC(=O)NCCCOC(C)C)C(=O)CO3)CC1
43	-13%	O=C(O)CCCCn1c(SCC(=O)Nc2ccccc2C(F)(F)F)nc2ccsc2c1=O
44	10%[149 µM]	CN1CCC(C(=O)N2Cc3ccccc3CC3(CCN(C)C3)C2)CC1 (centres undefined)
45	-11%	COCc1cccc(C(=O)NCCc2ccccc2)c1
46	-28%	CC(C)CCOc1ccc(Oc2nc(N(C)C)nc(N(C)C)n2)nn1
47	6%	CC(C)(C)c1ccc(C(=O)CCCN2CCC(OC(c3ccccc3)c3ccccc3)CC2)cc1
48	-15%	COCCC(=O)N1C[C@@H]2CCCN3CCC[C@@H]([C@H]23)[C@H]1CCCC(=O)NCC1CC1

Laid out differently: entries from further up
38. NCCCC(=O)N1CCN(C2CCNCC2)C(=O)C1
  KDM5B inh = -6%[149 µM]

39. Cc1ccc(-c2nccc3c(=O)cc(-c4cn[nH]c4)oc23)cc1
  KDM5B inh = ?

(continued)
cpd	KDM5B inh	SMILES
49	16%	COc1ccc(C(=O)NCC(c2ccc3c(c2)OCO3)N2CCN(C)CC2)cc1OC (centres undefined)
50	-4%	Cc1nnc(SCC(=O)Nc2sc3c(c2C#N)CCC(C)C3)n1Cc1ccccc1 (centres undefined)
51	-21%[86.2 µM]	COC(=O)N1CCC2(CC1)C(=O)NN=C2c1ccncc1
52	-21%	CCc1ccccc1NC(=O)CN1C(=O)c2cccnc2Sc2ccccc21
53	?	COCCn1nnnc1C(c1ccc(Cl)cc1)N1CCN(C(=O)c2ccco2)CC1 (centres undefined)
54	9%	Cc1ccc(F)c(NC(=O)c2cncn2-c2ccccc2)c1
55	17%	COc1ccc(C(=O)NCCc2noc(-c3ccncc3)n2)cc1
56	26%	Cc1csc(C(=O)O)c1NC(=O)c1ccc(F)cc1
57	4%	O=C(c1n[nH]c2ccccc12)N1CCC(N2C(=O)C(OCC3CC3)C23CCCCC3)CC1 (centres undefined)
58	-26%	CCOC(=O)C1CCCCN1C(=O)c1oc2c(Cl)cc(C)cc2c1C (centres undefined)
59	5%[86.2 µM]	Cc1cc(-c2ccnc(-c3nnc(C)n3CCN3CCOCC3)c2)ccn1
60	?	O[C@@H]1CC(CNC2CCC2)(COc2cnccn2)C[C@@H]1O (some centres undefined)
61	?	COc1ccc(CN2CCN(Cc3cc4ccccc4[nH]3)CC2CCO)c(C)c1C (centres undefined)
62	61%[activator]	O[C@H]1CC[C@@H](Cc2cc(COc3ccccc3)on2)O[C@@H]1CNCc1cccc(Cl)c1
63	21%	CC(C)(C)OC(=O)NCc1cc(F)ccc1/C=C/S(=O)(=O)NC1CCCC1
64	-13%	CCCS(=O)(=O)N1C[C@@H](Oc2ccccc2)C[C@H]1C(=O)NC
65	11%	CCc1nc2ccccc2n1CC(O)c1cccc(Br)c1 (centres undefined)
66	?	COc1ccc(NC(=O)c2ccco2)cc1NC(=O)c1cc(Cl)ccc1OC
67	-1%	CC(=O)Nc1ccc(C2(C(=O)NCc3ccccc3Cl)CCC2)cc1
68	-22%	COC[C@@H]1[C@H](NC(=O)c2cc(-c3ccccc3OC)n[nH]2)[C@@H]2CCO[C@H]12
69	9%	CC(CN1CCCCC1)OC(=O)c1cc(C(C)(C)C)cc(C(C)(C)C)c1 (centres undefined)
70	8%	Cc1nn(C)cc1CN(C)C(=O)Cn1nc(C(F)(F)F)c(Cl)c1C
71	?	COc1ccc(NC(=O)O[C@@H]2CO[C@H]3[C@@H]2OC[C@@H]3NCc2ccc(-c3ccccc3)cc2)cc1
72	-29%	COCCNc1oc(-c2cccs2)nc1S(=O)(=O)c1ccc(Cl)cc1
73	4%[86.2 µM]	COC(=O)CC[C@H]1CNC(=O)[C@@H]2[C@@H](CCN2Cc2csnn2)N1C
74	-8%	Fc1ccc(-c2nnc(SCc3ncc(-c4ccccc4)o3)o2)cc1
75	-3%	O=C(NC1(C(F)(F)F)C(=O)Nc2c1c(=O)[nH]c(=O)n2-c1ccc(F)cc1)c1ccccc1 (centres undefined)
76	22%	COc1ccc(C(O)C(=O)N2CCC3(CCC(=O)N(C4CC4)C3)CC2)cc1 (centres undefined)
77	-9%	COC1CN(C2CCN(C(=O)c3cccnc3)CC2)C12CCOCC2 (centres undefined)
78	13%	COC(=O)c1scc(-c2ccc(C)cc2)c1S(=O)(=O)Nc1ccc(OC(F)(F)F)cc1
79	-20%	Cc1ccc2c(CC(=O)Nc3ccc(S(=O)(=O)N4CCCCC4C)cc3)coc2c1C (centres undefined)
80	18%	COc1cccc(Cc2n[nH]c(=S)n2Cc2ccco2)c1
81	-5%	Cc1ccc(NC(=O)Nc2nnc(N3CCCC3)s2)c(C)c1
82	-16%[86.2 µM]	O=C(c1ccc(F)cc1)N1C[C@@H]2OCC(=O)N(Cc3ccccn3)[C@@H]2C1
83	-11%	COc1ccc(NC(=O)Cn2c(SCc3cc(C)ccc3C)nc3ccncc32)cc1OC
84	?	CC(C)CC(=O)n1nc(-c2cccnc2)nc1NCc1ccc(F)cc1

Grouped by structure: those above with a tert-butyl group
cpd	KDM5B inh	SMILES
14	-5%	CC(C)(C)C(=O)N1CCN(CCC(=O)Nc2ccc(C(N)=O)cc2)CC1
36	8%	CC(C)(C)c1cc(-c2nc3ccccc3[nH]2)n[nH]1
47	6%	CC(C)(C)c1ccc(C(=O)CCCN2CCC(OC(c3ccccc3)c3ccccc3)CC2)cc1
63	21%	CC(C)(C)OC(=O)NCc1cc(F)ccc1/C=C/S(=O)(=O)NC1CCCC1
69	9%	CC(CN1CCCCC1)OC(=O)c1cc(C(C)(C)C)cc(C(C)(C)C)c1 (centres undefined)

Next part
cpd	KDM5B inh	SMILES
85	17%	O=C(CCC(=O)c1cccs1)NCCC(=O)Nc1ccc(F)c(Cl)c1
86	-23%	O=C(CCn1ccn2nc3c(c2c1=O)CCCC3)NCc1ccco1
87	?	Fc1cccc(-c2cc3c(cn2)CN(Cc2ccncc2)CCN3)c1
88	10%	O=Cc1ccc(-c2ccc(Br)cc2Br)o1
89	14%[86.2 µM]	CCCCN1C(=O)[C@@H]2C[C@@H](O)CN2C2(CN(CC3CC3)C2)C1=O
90	-3%	COc1ccc(C)cc1S(=O)(=O)NC(C)C(=O)NC1CC1 (centres undefined)
91	?	OCc1cccc(-c2cc3c(cn2)CN(Cc2ccccc2)CCN3)c1
92	-22%	CN(C)S(=O)(=O)N1CCCC1C(=O)Nc1ccc(-c2cccc(F)c2)cc1 (centres undefined)
93	-13%	CCn1cc(C(=O)NCc2ccc(C)cc2)c(=O)c2cc(S(=O)(=O)N3CCC(C)CC3)ccc21
94	-25%	CCCc1ccc(NC(=O)Cc2c[nH]c3ccccc23)cc1
95	7%[149 µM]	COc1ccccc1C(=O)N1CC(Oc2ccc(F)c(F)c2)C1
96	-18%	Cc1cccc(C)c1OCC(=O)N(Cc1ccco1)Cc1ccco1
97	-4%[86.2 µM]	CS(=O)(=O)N[C@@H]1C[C@H](Cn2cc(-c3cccnc3)nn2)[C@@H](O)[C@H]1O
98	-35%	CCC(Cc1ccccc1)NC(=O)c1csc2c1CCCCC2 (centres undefined)
99	1%[149 µM]	c1ccc(-c2nnc3n2CCN(Cc2cscn2)C3)cc1
100	20%	COc1cc2c(-c3cc4ccccc4o3)cc(=O)oc2cc1C
101	5%	Cc1ccccc1OCc1nc(C2CN(C(=O)c3ccc4nc[nH]c4c3)C2)no1
102	9%	COCCc1nncn1C1CCN(S(=O)(=O)c2cccc(F)c2)CC1
103	-20%	O=C(COc1ccc(C(=S)N2CCCC2)cc1)Nc1ccccc1C(F)(F)F
104	-4%	O=C(COC(=O)C1CC2C=CC1C2)Nc1cccc(S(=O)(=O)N2CCOCC2)c1 (centres undefined)
105	-8%[86.2 µM]	CC(C)(C)C(=O)Nc1ccc([C@H]2OCC(=O)N(Cc3ccccc3)[C@@H]2CO)cc1
106	10%	CCOc1ccc(Nc2nc3cc(Cl)c(Cl)cc3nc2-n2nc(C)cc2C)cc1
107	13%	CCC(=O)NC(C)c1cccs1 (centres undefined)
108	0%	CCCCCSc1nnc(N)s1
109	?	Cc1cccc(NC(=O)Cc2nc(-c3cc(C)n(-c4cc(C)on4)c3C)cs2)c1
110	-14%	CCOCCCNC(=O)C1CCc2ncc(-c3ccsc3)n2C1 (centres undefined)
111	-9%	Cc1ccc(NC(=O)/C(C#N)=C/c2ccc(C(C)C)cc2)cc1C
112	?	CN1CCN([C@@H]2[C@H](O)[C@H](CO)O[C@@H]2CNS(=O)(=O)c2ccccc2)CC1
113	?	O=C(NCCc1ccccn1)c1ccc2c3c(cccc13)CC2
114	-7%	CC(OC(=O)c1csc(NCc2ccccc2)n1)C(=O)NC1(C#N)CCCCC1 (centres undefined)
115	-16%	Cn1cnc(C(=O)N2CCCN(S(=O)(=O)c3ccccc3)CCC(=O)NCC2)c1
116	?	COc1ccccc1CNC(=O)c1cc2c(s1)CCN(C(=O)c1ccccc1)C2
117	?	Cc1nc2ccccn2c(=O)c1NC(=O)c1ccc(F)c(F)c1
118	2%[86.2 µM]	CC(C)NC[C@H]1Cn2c(-c3cccc(Cl)c3)cnc2CO1
119	10%	CCOc1cc(/C=C2/NC(=O)NC2=O)cc(I)c1OCC(=O)OC
120	13%	CCNC(=O)c1cccc(NC(=O)CCc2ncc(-c3ccccc3F)o2)c1

Assay outcomes as filed in PubChem BioAssay.
